# RXFP1 ag – activates the human relaxin receptor RXFP1. Q9HBX9. HEK293T-RXFP1 cAMP TR-FRET, 30 min; response scale: percent of porcine relaxin response, buffer zero. Potency, µM (titrated, usually from 57.5 µM), for the others: at the top dose activation, most hits filed as activators. 370,000 tested, 0.3% active; also: potency is read from the fitted curve at half-maximal effect; % is scaled to controls: 0 for no effect and ±100 for the full control effect; nearly all actives have a fitted effect of over 60% in size; many of its hits are not listed in these tables
#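 cAMP rise read by TR-FRET after 30 min, 37C compound exposure (up to 58 uM) in RXFP1-transfected HEK293 cells with Ro 20174 present. EC50 from Hill-equation fits, with 29 nM porcine relaxin as 100% and buffer as basal.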
# PI4K2A block – blocks human PI4K2A kinase activity | AID 1346378 | 420,000 tested, 0.13% active | Q9BTU6 | purified PI4K2A, ADP-Glo luminescence, 1 h; hits give low values | activity change, negative = inhibition, % at 76.9 µM; in the data active = activity change below about -50%; inconclusive = mostly about -30% to -49%;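 also: -100% = wells without enzyme as full effect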
# Target sequence (Q9BTU6 whole entry, looked up): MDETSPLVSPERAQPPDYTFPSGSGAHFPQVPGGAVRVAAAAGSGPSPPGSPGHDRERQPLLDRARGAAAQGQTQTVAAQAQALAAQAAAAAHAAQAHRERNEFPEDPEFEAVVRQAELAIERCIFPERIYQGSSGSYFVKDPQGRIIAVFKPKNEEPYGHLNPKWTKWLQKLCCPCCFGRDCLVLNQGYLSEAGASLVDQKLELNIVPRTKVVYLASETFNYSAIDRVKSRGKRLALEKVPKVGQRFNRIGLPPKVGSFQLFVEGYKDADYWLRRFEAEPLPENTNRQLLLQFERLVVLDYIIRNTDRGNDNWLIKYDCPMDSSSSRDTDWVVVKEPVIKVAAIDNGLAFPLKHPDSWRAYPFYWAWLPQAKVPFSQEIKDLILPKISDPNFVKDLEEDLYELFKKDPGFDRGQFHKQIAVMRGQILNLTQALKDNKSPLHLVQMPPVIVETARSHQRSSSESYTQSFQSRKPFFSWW
#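 In this quantitative HTS, ADP production by PI4K2A was quantified luminescently after 1 h at ambient temperature; 100 microM adenosine served as plate-quality control.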
# LDHA inh – blocks human lactate dehydrogenase A | P00338 | purified LDHA, NADH/diaphorase-resazurin fluorescence; hits give low values | activity change, % (values are at about 110 or 230 µM) | 480,000 tested, 0.15% active; in the data active = activity change below about -30%; inconclusive = mostly about -25% to -30%;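 also: plate controls were DMSO wells for no effect and wells without enzyme for full effect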
#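 Resorufin fluorescence (ex540/em590), read at 0 and 20 min after diaphorase/resazurin addition, reports the NADH left after a 5 min room-temperature reaction of 2 nM human LDH5 with 0.06 mM NADH and 0.2 mM pyruvate.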
# Vif-APOBEC3F blk – blocks the Vif interaction with APOBEC3F; HeLa A3F-eYFP + Vif (tagged APOBEC3F with the HIV-1 protein that degrades it), YFP fluorescence increase; Potency, µM (titrated, usually from 46.1 µM), inactives show top-dose activity, negative = active; 390,000 tested, 0.2% active; also: potency is read from the fitted curve at half-maximal effect; % of control where 0% means no effect; nearly all actives have a fitted effect of over 65% in size
#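 HeLa cells stably expressing Vif plus C-terminally eYFP-tagged A3F were seeded, incubated overnight at 37 deg C, dosed with compound, incubated overnight again at 37 deg C. Yellow fluorescence (Ex 488/Em 500-530) reported blocked Vif-mediated A3F-eYFP degradation.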
# TrxR1 substrate – substrates of rat thioredoxin reductase 1; AID 588456; Potency, µM (series often up to 114 µM), for the others: at the highest dose activity change, negative = substrate turnover; O89049; purified TrxR1 substrate turnover, NADPH consumption readout; 390,000 tested, 0.01% active; also: potency is read from the fitted curve at half-maximal effect; % is scaled to controls: 0 for no effect and ±100 for the full control effect; nearly all actives have a fitted effect of over 50% in size
# Target sequence (O89049 whole entry, looked up): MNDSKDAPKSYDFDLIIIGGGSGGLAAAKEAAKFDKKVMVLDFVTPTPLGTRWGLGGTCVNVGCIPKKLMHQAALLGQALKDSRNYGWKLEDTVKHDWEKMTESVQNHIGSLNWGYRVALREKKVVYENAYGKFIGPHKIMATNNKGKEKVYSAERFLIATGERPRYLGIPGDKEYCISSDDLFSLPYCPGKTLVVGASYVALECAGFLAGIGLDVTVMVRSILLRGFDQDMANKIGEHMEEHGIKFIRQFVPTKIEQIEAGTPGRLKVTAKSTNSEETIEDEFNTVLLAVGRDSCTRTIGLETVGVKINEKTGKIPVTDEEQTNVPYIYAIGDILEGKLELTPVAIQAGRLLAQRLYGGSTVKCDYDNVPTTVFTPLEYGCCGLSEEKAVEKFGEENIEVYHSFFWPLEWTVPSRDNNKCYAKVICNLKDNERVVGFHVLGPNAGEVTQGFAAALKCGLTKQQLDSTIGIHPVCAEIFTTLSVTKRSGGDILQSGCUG
#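 Rat TrxR1, dispensed at 90 nM, was prereduced with 400 uM NADPH (final) for 5 min at ~22 deg C, then incubated with compound 15 min before 400 uM selenite. A first-read NADPH fluorescence drop versus no-compound background flagged substrates.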
# Glioma ERSR ind – inducers of ER stress response in human glioma cells | 420,000 tested, 0.02% active | AID 602332 | Potency, µM, for the others: at the top dose activation, usual class: activators | U87-MG GRP78 promoter luciferase reporter, 16 h; also: potency is read from the fitted curve at half-maximal effect; series mostly up to about 76 µM; % of control where 0% means no effect; nearly all actives have a fitted effect of over 35% in size
#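 ERSR induction read as luciferase luminescence (Bright-Glo, 10 min at room temperature) in stably transfected human U87-MG glioma cells exposed to compounds for 16 h, using GRP78 as sensor.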
# mIDH1 inhibitor – inhibitors of human mutant IDH1 R132H; IDH1-R132H enzyme, NADPH consumption, diaphorase/resazurin fluorescence; Potency, µM (highest dose often 76.6 µM), inactives show at the top dose activity change, negative = inhibition, hits mostly inhibitors; 390,000 tested, 0.093% active; also: potency is read from the fitted curve at half-maximal effect; % is scaled to controls: 0 for no effect and ±100 for the full control effect; nearly all actives have a fitted effect of over 65% in size
#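 IDH1-R132H (0.5 ug/mL) preincubated 30 min with compound, then NADPH (0.016 mM) and alpha-KG (2 mM) added; 80 min at RT, pH 7.5. Remaining NADPH coupled via diaphorase/resazurin to fluorescence (540/590 nm); concentration-response curves normalized to no-enzyme control.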
# USP1-UAF1 inh – blocks the human USP1/UAF1 deubiquitinase complex; recombinant USP1/UAF1, Ub-Rhodamine cleavage fluorescence; AID 743255; Potency, µM (top dose mostly 57.1 µM), without a hit: at the top dose activity change, negative = inhibition, usual class: inhibitors; 390,000 tested, 0.23% active; O94782; also: potency is read from the fitted curve at half-maximal effect; % is scaled to controls: 0 for no effect and ±100 for the full control effect; nearly all actives have a fitted effect of over 60% in size; inactives centre near -12
#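 In this screen, compounds sit with the deubiquitinase complex (1nM) for 15 min at room temperature before Ub-Rho is added at 150nM final. Fluorescence rise is then followed for 6 reads every 60 seconds.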
# Vif-APOBEC3G blk – inhibitors of Vif-APOBEC3G interaction | AID 602310 | HeLa A3G-eYFP + Vif (tagged APOBEC3G with the HIV-1 protein that degrades it), YFP fluorescence, overnight | 410,000 tested, 0.076% active | Q9HC16 | Potency, µM (titrated, usually from 46.1 µM), for the others: at the highest dose activity, negative = active, most hits filed as inhibitors;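 also: potency is read from the fitted curve at half-maximal effect; % is scaled to controls: 0 for no effect and ±100 for the full control effect; nearly all actives have a fitted effect of over 60% in size; hits raise eYFP signal because A3G escapes Vif-driven loss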
#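 Read-out is eYFP fluorescence (Ex 488/Em 500-530) from Vif-expressing HeLa A3G-eYFP cells; more signal means A3G escaped Vif-mediated degradation. Cells plated overnight, compound pinned in, incubated overnight at 37 deg C.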
# An asterisk follows results filed as active; ? = inconclusive; · = no result given; & = joins results of further samples; [ ] = another dose, or the depositor's remark. Unless noted, calls follow the shape of the dose curve; as a rule, active = well fitted curve in the direction sought with a large enough effect; inconclusive = small, poorly fitted or top-dose-only effect, or another doubt; inactive = no such curve, though single readings can be large; an effect the other way counts as inactive or inconclusive. The list is partial; count on the stated rates, not on these rows.
Structure | RXFP1 ag | PI4K2A block | LDHA inh | Vif-APOBEC3F blk | TrxR1 substrate | Glioma ERSR ind | mIDH1 inhibitor | USP1-UAF1 inh | Vif-APOBEC3G blk
CC(N)C(=O)OC(C)(C)Cc1ccc(Cl)cc1 (configuration not stated) | 2.1% | -1&1&0 | -1 | 8% | 0%[57.1 µM] | -2%&-1%&-3% | 28% | -14% | -3%
O=C(CN1CCCCC1)c1ccc(F)cc1 | 2.1% | 2 | 2 | -11% | 6%[57.1 µM] | -7% | 0% | -22% | 1%
C=C1[C@@H](OC(C)=O)[C@]23C[C@@H]1[C@@H](OC(C)=O)CC2[C@]12C4C[C@H]3[C@H]1N(CC)C[C@]4(C)CC[C@@H]2O (some centres not stated) | · | 3 | -9 | 9% | 6% | 1% | -12% | 15% | 0%
CCn1cc(C(=O)N2CCCCC2)c2ccccc21 | 0.2% | -4 | -2 | 20% | 4% | 1% | -5% | -10% | 2%
Cc1cccc(NP(=O)(Oc2ccccc2)Oc2ccccc2)c1C | 0.5% | 6 | 0 | 2% | -17%[57.1 µM] | -8% | 0% | -18% | 1%
Cc1ccccc1N1C(=O)CC(=O)NC1=O | -0.3% | -6 | -6 | -8% | 13% | -6% | -2% | -19% | -5%
CC(C)CN1Cc2cc(-c3ccccc3)ccc2-n2nncc2C1 | · | -5 | 4 | · | · | 2% | · | · | -5%
O=C(Nc1cccnc1)c1c(O)c2c(n(Cc3ccccc3)c1=O)CCCC2 | 0.1% | -1 | -4 | 2% | 11% | -7% | -2% | -18% | 0%
Cn1c(C(=O)O)c(CC(=O)N2CCN(Cc3ccccc3)CC2)c2ccccc21 | 2.9% | 2 | 1 | 1% | -2% | -4% | 3% | -11% | -2%
O=C1NC(=O)N(c2ccc3c(c2)OCO3)C(=O)/C1=C\c1ccc(N2CCCCC2)o1 | 0.8% | 0 | 4 | 4.5µM* | ? | -1% | 4% | -24% | -15%
Cc1cc(/C=C2\C(=O)NC(=O)N(c3ccc(Br)cc3)C2=O)c(C)n1-c1cc(C(=O)O)cc(C(=O)O)c1 | 7.6% | -15 | -3 | -11% | 19%[2.29 µM] | -2% | 4% | ? | -1%
CCC(=O)OC1(c2ccccc2)CCN(C)CC1C (configuration not stated) | 1.5% | -2 | -2&-1 | 11% | 6%[57.1 µM] | -3%&-3% | 1% | -16% | 2%
Cc1ccc(-n2nc3ccc(NC(=O)COc4ccccc4C)cc3n2)cc1 | 18% | -2 | 2 | -9% | 27% | -3% | 12% | -15% | -4%
Cc1cc(N=Nc2ccccc2C)ccc1N | · | -7 | 1 | -26% | -6% | 4% | 0% | -15% | -9%
CCCNC(=O)N1[C@H]2CC[C@@H]1C(C(=O)OC)=C(c1cccc(Cl)c1)C2 | 0.0% | -4 | -7 | 3% | 11% | -3% | 3% | -33% | 3%

# Following part
Structure | RXFP1 ag | PI4K2A block | LDHA inh | Vif-APOBEC3F blk | TrxR1 substrate | Glioma ERSR ind | mIDH1 inhibitor | USP1-UAF1 inh | Vif-APOBEC3G blk
COc1ccc(C2CC(c3c(O)n(CCc4ccccc4)c(=O)[nH]c3=O)=NN2)cc1OC (configuration not stated) | 0.2% | -6 | 8 | -1% | 1%[57.1 µM] | -4% | -8% | -7% | 1%
CC(C)c1ccc2oc(-c3ccc(NC(=O)c4cc5ccccc5o4)cc3)nc2c1 | 3.9% | 8 | -1 | -13% | 78%[activator] | -1% | -4% | -26% | 2%
COc1ccc(-n2c(C)cc(C(=O)C[N+]34CCN(CC3)CC4)c2C)cc1 | -0.6% | -1 | -4 | -25% | 1% | -2% | 3% | -10% | 5%
O=c1[nH]c(=S)n(C2CC2)c(O)c1/C=N/Nc1cccc2ccccc12 | 0.6% | -3 | 29 | 4% | -11% | 4% | 11% | -22% | -8%
CCN1CCN(c2nc3c(c(=O)[nH]2)CCC3)CC1 | 1.1% | -1 | 0 | -14% | 3% | -1% | 11% | -14% | 0%
Cn1c(O)c(N=Nc2cccc(S(=O)(=O)N3CCOCC3)c2)c(=O)n(C)c1=O | 10µM* | -7 | -5 | 11% | -17% | -1% | 11% | -16% | 1%
COc1cccc(CCNCc2ccc(SC)cc2)c1 | 6.0% | 4 | -18 | 20% | -17%[57.1 µM] | -2% | 5% | -17% | 2%
CCCc1c(C)nc(SCC(=O)C(C)(C)C)nc1OC(=O)N(C)C | -0.3% | 0 | -9 | -9% | 4%[57.1 µM] | -2% | 11% | -5% | -1%
C[C@]12CCC(=O)C[C@H]1CC[C@@H]1[C@@H]2CC[C@]2(C)C(=O)CC[C@@H]12 | · | 3 | -5 | -4% | 3% | 0% | 1% | -4% | 2%
CN1C(=O)CCC2(C)C1=CCC1C2CCC2(C)C1CCC2(C)O (configuration not stated) | · | -3 | 11 | 0% | 2% | -2% | 1% | -23% | -1%
Fc1ccc(CNCCc2c[nH]c3ccccc23)cc1 | -0.4% | -2 | -1 | -2% | 2% | -2% | -2% | -11% | 0%
CCOC(=O)[C@@H]1[C@H]2COc3ccc(Br)cc3[C@@H]2N2C(=O)N(c3cccc(C)c3)C(=O)[C@]12C | 0.7% | -1 | -6 | -9% | -6% | -2% | 0% | 3% | 1%
Cc1ccc(C)c(C2(O)CC(C)N(C)CC2C)c1 (configuration not stated) | 1.8% | 10 | -6 | -7% | 4%[57.1 µM] | -5% | 8% | 4% | 0%
O=P(NS(=O)(=O)c1ccc(Br)cc1)(Oc1ccccc1)Oc1ccccc1 | -0.5% | -7 | -15 | -9% | 4% | -3% | 0% | 2% | 0%
O=C(O)CCn1cc(C=C2C(=O)NC(=S)NC2=O)c(-c2cccc(Cl)c2)n1 | -0.7% | -13 | -14 | 10% | 4%[57.1 µM] | -6% | 0% | -11% | 0%

# A section taken from the entries so far, for reference:
Structure | RXFP1 ag | PI4K2A block | LDHA inh | Vif-APOBEC3F blk | TrxR1 substrate | Glioma ERSR ind | mIDH1 inhibitor | USP1-UAF1 inh | Vif-APOBEC3G blk
CCCc1c(C)nc(SCC(=O)C(C)(C)C)nc1OC(=O)N(C)C | -0.3% | 0 | -9 | -9% | 4%[57.1 µM] | -2% | 11% | -5% | -1%
C[C@]12CCC(=O)C[C@H]1CC[C@@H]1[C@@H]2CC[C@]2(C)C(=O)CC[C@@H]12 | · | 3 | -5 | -4% | 3% | 0% | 1% | -4% | 2%
CN1C(=O)CCC2(C)C1=CCC1C2CCC2(C)C1CCC2(C)O (configuration not stated) | · | -3 | 11 | 0% | 2% | -2% | 1% | -23% | -1%
Fc1ccc(CNCCc2c[nH]c3ccccc23)cc1 | -0.4% | -2 | -1 | -2% | 2% | -2% | -2% | -11% | 0%
CCOC(=O)[C@@H]1[C@H]2COc3ccc(Br)cc3[C@@H]2N2C(=O)N(c3cccc(C)c3)C(=O)[C@]12C | 0.7% | -1 | -6 | -9% | -6% | -2% | 0% | 3% | 1%
Cc1ccc(C)c(C2(O)CC(C)N(C)CC2C)c1 (configuration not stated) | 1.8% | 10 | -6 | -7% | 4%[57.1 µM] | -5% | 8% | 4% | 0%
O=P(NS(=O)(=O)c1ccc(Br)cc1)(Oc1ccccc1)Oc1ccccc1 | -0.5% | -7 | -15 | -9% | 4% | -3% | 0% | 2% | 0%
O=C(O)CCn1cc(C=C2C(=O)NC(=S)NC2=O)c(-c2cccc(Cl)c2)n1 | -0.7% | -13 | -14 | 10% | 4%[57.1 µM] | -6% | 0% | -11% | 0%

# Next compounds:
Structure | RXFP1 ag | PI4K2A block | LDHA inh | Vif-APOBEC3F blk | TrxR1 substrate | Glioma ERSR ind | mIDH1 inhibitor | USP1-UAF1 inh | Vif-APOBEC3G blk
CCOc1ccc2nc(NC(=O)c3cccn(Cc4ccccc4)c3=O)sc2c1 | 1.9% | 0 | -1 | 0% | 1%[57.1 µM] | 0% | -2% | -23% | 6%
COc1c(OP2(=S)OCC(C)(C)CO2)cnn(C2CCCCC2)c1=O | · | -10 | -5 | · | · | -1% | · | · | -2%
CCOP(=O)(C#CC(C)(C)C)C(O)(c1ccccc1)C(F)(F)F (configuration not stated) | 2.3% | -4 | 3 | 0% | -12%[57.1 µM] | -1% | 11% | -27% | -6%
CC(=NCC1CCCO1)c1c(O)n(C)c(=O)n(C)c1=O (configuration not stated) | -0.1% | 3 | -3 | 3% | -5% | -4% | 4% | -8% | 1%
OCC1OC(n2cnc3cc(Cl)c(Cl)cc32)C(O)C1O (configuration not stated) | · | -2 | -11 | · | · | -8%&-4%&-5% | · | · | -5%
Cc1ccc(OCC(=O)N2CCN(CC3CC4C=CC3C4)CC2)cc1 (configuration not stated) | -0.5% | 9 | -14 | 10% | 9%[57.1 µM] | -1% | 1% | 0% | 0%
N#CC1c2ccccc2-n2nncc2CN1Cc1cc(Cl)cc(Cl)c1 (configuration not stated) | · | 3 | 7 | 1% | 1% | -12% | -7%[38.3 µM] | -18% | ?
O=C(O)CC1OCC=C2CN3CCC45c6ccccc6NC4C1C2CC35 (configuration not stated) | -0.3% | -2 | 2 | -5% | -2% | -4% | 2% | 7% | 2%
COc1ccc(OC(=O)N2C/C(=C/c3ccccc3)C(=O)/C(=C\c3ccccc3)C2)cc1 | · | 22 | -1 | ? | -6% | 15% | 0% | -16% | ?
Cc1ccc(-n2c(O)c(C=NCCN(C)C)c(=O)[nH]c2=O)cc1 | -2.0% | 0 | -6 | -6% | -2%[57.1 µM] | -6% | 3% | -7% | 2%

# From PubChem
